# Bioassay records: PubChem BioAssay, National Center for Advancing Translational Sciences (NCATS)
# PTAP TSG101 blk: blocks PTAP/TSG101 interaction to inhibit HIV-1 budding. Fluorescence polarization, FITC-PTAP peptide / Tsg101 binding. Q99816. Potency, µM (doses to about 115 µM), inactives show at the top dose activity change, negative = inhibition, usual class: inhibitors. 340,000 tested, under 10 active; active means well fitted inhibition curve with a large enough effect in the main read-out, with a control signal flat, not every such curve was filed as active; inconclusive means small, poorly fitted or top-dose-only effect, or effect the other way, or a change in a side signal; inactive means no such curve, though single readings can be large or run the other way; further: potency means the concentration at half of the fitted maximal effect; % of control where 0% means no effect
# Target sequence (Q99816 whole entry, looked up): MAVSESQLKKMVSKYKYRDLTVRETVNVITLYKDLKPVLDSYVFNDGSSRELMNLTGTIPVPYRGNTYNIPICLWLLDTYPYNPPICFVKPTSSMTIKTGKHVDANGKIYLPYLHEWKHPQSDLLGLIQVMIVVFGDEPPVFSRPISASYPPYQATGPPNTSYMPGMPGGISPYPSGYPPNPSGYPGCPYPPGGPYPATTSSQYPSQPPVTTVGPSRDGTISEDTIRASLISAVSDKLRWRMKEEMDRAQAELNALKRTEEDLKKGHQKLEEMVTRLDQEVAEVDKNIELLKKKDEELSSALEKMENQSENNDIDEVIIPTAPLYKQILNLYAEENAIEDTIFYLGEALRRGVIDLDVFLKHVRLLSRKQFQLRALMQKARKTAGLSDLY
#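 Tsg101 binding domain (10 uM final) was mixed with compound and a FITC-labeled PTAP peptide (50 nM final) in HEPES pH 7.5 buffer with NaCl, Tween 20, EDTA and TCEP; fluorescence polarization was read after 20 min at r.t.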
# Integrin act MD: activates integrin-mediated alleviation for muscular dystrophy; alpha7betagal myoblasts, beta-gal FDG fluorescence, 48 h; Potency, µM (highest dose often 38.3 µM), for inactives: at the highest dose activation, actives largely listed as activators; 0.064% of 350,000 active; AID 624291;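 further: potency means the concentration at half of the fitted maximal effect; 100% = response of the positive control SU9516; nearly all actives have a fitted effect of over 60% in size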
#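 alpha7betagal+/- myoblasts (passage 13, 250/well) treated 48 h at 37C with compounds at 1:260 dilution of DMSO stock. Lysed, then beta-galactosidase activity read as FDG fluorescence (ex 480/em 540) after 30 min, with pre-read for autofluorescence.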
# ASM inhibitor: blocks human secretory acid sphingomyelinase | placental ASM, HMU-PC fluorogenic substrate, 60 min | Potency, µM (highest dose often 57.5 µM), for the others: at the highest dose activity change, negative = inhibition, usual class: inhibitors | 0.006% of 340,000 active | AID 504937; further: potency means the concentration at half of the fitted maximal effect
#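 Human placenta-derived ASM preincubated with compound 10 min at room temperature, then reacted with 9 uM (final) fluorogenic HMU-PC substrate for 60 min at 37 C. Stop solution raises pH to 10; fluorescence read at Ex 386/Em 447 nm.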
# TCR act: activates T cell receptor signaling | primary human leukocytes, anti-CD3, IL-2 HTRF, 48 h | 330,000 tested, under 10 active | Potency, µM (doses to about 9.22 µM), for inactives: at the top dose activation of IL-2 secretion, hits mostly activators; further: % of control where 0% means no effect
#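 Compounds are tested in HTS on primary human leukocytes co-incubated with a-CD3 beads for 48 hr. IL-2 output is measured by time-resolved FRET.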
# TSHR antag: antagonists of human thyroid stimulating hormone receptor | TSHR-expressing cells, TSH-stimulated cAMP HTRF, 2 h; hits give low values | activity change, negative = inhibition, % at 11.5 µM | 0.2% of 330,000 active | AID 504810;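 active means activity change below a set negative limit, meaning inhibition stronger than a set level, cut at about -70% in these data; inconclusive means activity change between two set negative limits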; further: on the % scale 0 is the no-effect control and ±100 the full control effect
#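 Read-out is FRET at 665 nm (cryptate excitation 337 nm) from a cryptate-tagged anti-cAMP antibody, competed by cell cAMP against cAMP-d2. Compounds are tested on freshly harvested TSHR cells challenged with 4nM TSH (EC80) for 2 hours at 37 deg C.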
# A-T KAP1 phos: potential ataxia-telangiectasia treatment; […] A-T fibroblasts, KAP-1 phosphorylation AlphaLISA; neocarzinostatin DNA damage 30 min before lysis; Potency, µM (top dose mostly 57.5 µM), for inactives: at the top dose activation, hits mostly activators; 0.19% of 320,000 active; further: potency means the concentration at half of the fitted maximal effect; % of control where 0% means no effect; nearly all actives have a fitted effect of over 45% in size
#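 ATM-like activity read as KAP-1 phosphorylation via AlphaLISA donor/acceptor antibody pairs after lysis and 6 hr at 25C. Cells were ATM-null patient fibroblasts ([…], hTERT), dosed 60 min, then exposed to the DSB inducer NCS for 30 min.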
# CXXC DNA block: inhibitors of human MLL CXXC domain-DNA interaction | AID 2662 | MLL-CXXC / FITC-HOXA9 DNA fluorescence polarization | Potency, µM (doses to about 115 µM), inactives show at the top dose activity change, negative = inhibition, hits mostly inhibitors | 0.037% of 290,000 active | Q03164; active means well fitted inhibition curve with a large enough effect in the polarisation, with a control signal flat, not every such curve was filed as active; inconclusive means small, poorly fitted or top-dose-only effect, or effect the other way, or a change in a side signal; inactive means no such curve, though single readings can be large or run the other way; the % refers to the polarisation; further: potency means the concentration at half of the fitted maximal effect
#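 Steps: dispense CXXC domain solution (7 uM) → pin compounds or unlabeled HOX-A9 DNA control → 5 min ambient → add FLSN-HOX-A9 solution (50 nM) → spin → 30 min ambient → fluorescence polarization. Tris pH 7.5/NaCl/DTT/BSA buffer.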
# Mito fusion yeast: blocks mitochondrial division or promotes mitochondrial fusion; S. cerevisiae fusion-defective mutant growth rescue, CellTiterGlo 48 h; Potency, µM (series often up to 46.1 µM), without a hit: top-dose growth rescue (activation), actives largely listed as activators; 0.23% of 320,000 active; AID 485298;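 further: potency means the concentration at half of the fitted maximal effect; % of control where 0% means no effect; nearly all actives have a fitted effect of over 45% in size; temperature-sensitive fusion mutants such as fzo1-1 at 37 °C on non-fermentable ethanol glycerol medium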
#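 Yeast fusion mutant, YPEG (non-fermentable carbon), compound, 48 h at 37C non-permissive; CellTiterGlo added, 10 min RT, luminescence read. Rescued growth = division inhibition.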
# Menin MLL FP TR: inhibitors of human menin-MLL interaction, mutant MLL peptide. O00255. Menin + Texas Red MLL mutant peptide, fluorescence polarization. Potency, µM (highest dose often 61.6 µM), without a hit: at the highest dose FP activity change, negative = inhibition, most hits filed as inhibitors. 0.23% of 270,000 active; active means well fitted inhibition curve with a large enough effect in the polarisation, with a control signal flat, not every such curve was filed as active; inconclusive means small, poorly fitted or top-dose-only effect, or effect the other way, or a change in a side signal; inactive means no such curve, though single readings can be large or run the other way; the % refers to the polarisation; further: potency means the concentration at half of the fitted maximal effect; % of control where 0% means no effect; many of its hits are not listed in these tables
# Target sequence (O00255 whole entry, looked up): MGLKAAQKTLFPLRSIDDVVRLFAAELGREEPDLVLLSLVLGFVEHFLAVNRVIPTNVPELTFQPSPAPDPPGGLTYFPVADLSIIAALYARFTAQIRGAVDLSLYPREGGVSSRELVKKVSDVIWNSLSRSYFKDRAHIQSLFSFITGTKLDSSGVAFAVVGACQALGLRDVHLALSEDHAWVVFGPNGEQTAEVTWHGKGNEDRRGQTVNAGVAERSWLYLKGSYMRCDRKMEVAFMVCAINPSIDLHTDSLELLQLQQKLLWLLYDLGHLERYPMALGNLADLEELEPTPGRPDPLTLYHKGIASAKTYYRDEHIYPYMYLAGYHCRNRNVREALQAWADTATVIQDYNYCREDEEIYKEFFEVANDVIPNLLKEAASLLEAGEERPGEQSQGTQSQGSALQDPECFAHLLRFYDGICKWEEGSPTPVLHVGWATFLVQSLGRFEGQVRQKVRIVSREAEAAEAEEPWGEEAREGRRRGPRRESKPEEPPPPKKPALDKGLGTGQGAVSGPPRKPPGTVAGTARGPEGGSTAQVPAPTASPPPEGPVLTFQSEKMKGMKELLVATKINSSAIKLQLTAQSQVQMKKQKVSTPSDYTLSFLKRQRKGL
# MBNL1-CUG inh: blocks human MBNL1 binding to CUG repeat RNA; Q9NR56; TR-FRET MBNL1-His/biotin-(CUG)12 binding, 665/545 ratio; 0.036% of 280,000 active; Potency, µM (series often up to 57.5 µM), for inactives: at the highest dose activity change, negative = inhibition, usual class: inhibitors; active means well fitted inhibition curve with a large enough effect in the signal ratio, with a control signal flat, not every such curve was filed as active; inconclusive means small, poorly fitted or top-dose-only effect, or effect the other way, or a change in a side signal; inactive means no such curve, though single readings can be large or run the other way; the % refers to the signal ratio; further: potency means the concentration at half of the fitted maximal effect; on the % scale 0 is the no-effect control and ±100 the full control effect
#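 TR-FRET between His-tagged MBNL1 and biotin-(CUG)12 RNA, detected with Tb anti-His antibody (0.055 ng/ul) and streptavidin-XL665 (5 nM), 60 min at room temperature. Compounds titrated 92 nM to 58 uM; 665/545 nm ratio normalized to buffer and complex controls.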
# An asterisk follows results filed as active; u = inconclusive; x = not tested or not shown; [ ] = dose if it differs, or a comment. Unless noted, the call rests on the fitted dose curve; in most records, active means well fitted curve in the direction sought with a large enough effect; inconclusive means small, poorly fitted or top-dose-only effect, or another doubt; inactive means no such curve, though single readings can be large; an effect the other way counts as inactive or inconclusive. Some of the compounds tested; the hit share may differ from the screen's.
SMILES,PTAP TSG101 blk,Integrin act MD,ASM inhibitor,TCR act,TSHR antag,A-T KAP1 phos,CXXC DNA block,Mito fusion yeast,Menin MLL FP TR,MBNL1-CUG inh
COC(=O)c1cccc(C23CC4(C2)[C@H](CN(Cc2ccc(-c5ccccc5)cc2)[C@@H]4c2ccccc2)C3c2ccccc2)c1 (stereo partly drawn),1%,-7%,1%,3%,1,-19%,20%,-11%,1%,0%
Cc1nc(Cl)c(C(=O)NC(=O)NCc2ccccc2)c(C)c1Cl,1%,-2%,-2%,2%[46.1 µM],11,6%,-3%,14%,-10%,0%
Cc1ccc(-n2c(SCC(=O)O)nc3sc4c(c3c2=O)CCCC4)cc1,-4%,26%,9%,-2%,-11,-2%,7%,3%,36%[activator],2%
O=C(c1cccc(F)c1)N1CCN(S(=O)(=O)c2ccc(C(F)(F)F)cc2)CC1,x,8%,-3%,x,9,7%,-10%,1%,-5%,-1%
O=C(CP(=O)(c1ccccc1)c1ccccc1)Nn1cnnc1,-3%,7%,1%,6%,33,-8%,-2%,-1%,23%,-5%
O=C(Nn1cnnc1)c1ccccc1F,-3%,23%,8%,5%,0,-31%,-8%,1%,-14%,-10%
CCOc1ccc(CNC2CCCc3ccccc32)cc1 (stereo not drawn),0%,-44%,1%,-2%,4,16%,0%,-10%,-25%,-1%
Cc1ccc(C)c(NC(=O)NNC(=O)c2cc3ccccc3cc2O)c1,-2%,0%,5%,-2%,-5,17%,7%,4%,x,4%
COC(=O)/C=c1/s/c(=C(\C#N)C(=O)NCc2ccco2)n(-c2ccccc2)c1=O,2%,-4%,0%,-7%,-14,3%,9%,-4%,-1%,13%
CC(=NNc1nc2ccccc2s1)c1ncccn1,1%,-54%[inhibitor],-6%,-1%,x,x,x,x,x,x
O=S(=O)(NCc1ccccc1)c1ccc2ccccc2c1,-1%,5%,-1%,-2%,-7,-2%,9%,-7%,-5%,-1%
O=C(COC(=O)c1n[nH]c2ccccc12)NC(=O)NCc1ccco1,-1%,-1%,-4%,3%,13,x,9%,-2%,-1%,-13%
COc1ccc2c(c1)N(S(=O)(=O)c1ccccc1)CCC2=O,-1%,1%,2%,0%[46.1 µM],-11,16%,1%,13%,3%,11%
O=C(Nc1ccc(O)cc1)c1cc(S(=O)(=O)N2CCCC2)ccc1Cl,-2%,-10%,5%,0%,2,0%,4%,2%,4%,-1%
CCOC(=O)c1ccc(NC(=O)CSc2nncn2-c2cccnc2)cc1,1%,-7%,3%,-3%,1,2%,11%,-1%,15%,-6%
C#CCOCCOCCOCCNc1nc(N2CCN(C(=O)[C@H]([C@@H](C)CC)n3cc(CCCN=C(N)N)nn3)CC2)nc(N2CCN(C(=O)[C@H]([C@@H](C)CC)n3cc(CCCN=C(N)N)nn3)CC2)n1,x,x,x,x,4,18%,28%,-2%,-1%,-11%
COC(=O)c1ccccc1NC(=O)CN1CCN(C23CC4CC(CC(C4)C2)C3)CC1,-2%,24%,3%,0%,-2,1%,12%,3%,-10%,-8%
COc1ccccc1CNC(=O)COC(=O)c1cccc(S(=O)(=O)N2CCCC2)c1,-8%,-13%,0%,-7%,10,0%,2%,4%,x,1%
COC(=O)c1ccccc1N1C(=O)C2C(C1=O)C1C=CC2C12CC2 (stereo not drawn),-4%,9%,-3%,19%,-3,-3%,u,2%,-2%,-8%
Cc1ccc(C(=O)c2c[nH]c3c(F)cc(F)cc3c2=O)cc1,-4%,6%,4%,-5%[46.1 µM],4,-6%,4%,3%,9%,4%
CCOc1ccccc1NC(=O)NC1(C(=O)N2CCN3CCCC3C2)CCCCC1 (stereo not drawn),0%,16%,0%,-4%,-1,5%,5%,2%,5%,-3%
NC(=O)c1ccc(Oc2cccc3cccnc23)c([N+](=O)[O-])c1,0%,-14%,86%[activator],1%,4,2%,9%,-1%,u,29%
CC(C)OCCCNc1nc2c(cnn2C)c(=O)[nH]1,-1%,18%,0%,2%,x,x,x,x,x,x
Cc1cccn2c(=O)nc(SCC(=O)N3CCCCCC3)nc12,-1%,2%,1%,-2%,7,4%,x,-3%,x,x
COc1ccc(OC)c(-c2c[n+](=O)c3c(n2[O-])CCCC3)c1,-5%,21%,3%,x,18,-1%,-9%,1%,-8%,-4%
CC(=O)CSc1nnc(NC(=O)CCc2ccccc2)s1,-7%,5%,5%,0%,-3,3%,9%,-1%,-3%,3%
COc1ccc(N(C)C2=NS(=O)(=O)c3ccccc32)cc1,-5%,5%,4%,0%,12,2%,18%,-5%,-1%,-3%
CC(Oc1ccc2c(-c3ccccc3)cc(=O)oc2c1)C(=O)NC(Cc1c[nH]c2ccccc12)C(=O)O (stereo not drawn),-3%,-13%,6%,0%,-6,23%,x,x,x,x
O=C(Nc1ccc(-c2cn3ccccc3n2)cc1)c1ccco1,-1%,6%,5%,4%[46.1 µM],-11,1%,5%,28%,-4%,-17%[11.5 µM]
COCCCn1c(SCc2ccc(OC)cc2)nc2cc(OC)c(OC)cc2c1=N,-4%,-3%,-21%,-3%,-7,-1%,-3%,3%,20%,3%
O=C(NCCNC(=O)c1cccs1)c1ccco1,-3%,-9%,4%,x,6,x,-19%,-1%,-4%,4%
COC(=O)c1sc(-c2ccccc2)cc1NC(=O)C1CC1,-1%,0%,-1%,5%,-4,u,4%,27%,15%,230%[activator]
CCOc1ccc(C(=O)CN2CCN(S(=O)(=O)c3ccc(Br)cc3)CC2)cc1,2%,-12%,-6%,-7%,1,-8%,0%,0%,-12%,-15%
O=C(c1cccc(Cl)c1)N1CCN(c2ncnc3c2cnn3-c2ccccc2)CC1,0%,2%,4%,-3%,-10,-2%,-3%,15%,-16%,10%
COC(=O)c1ccc2c(=O)n(CCCCCC(=O)NCc3ccccc3)c(=O)[nH]c2c1,-4%,-23%[7.66 µM],185%[activator],-6%,1,-3%,42%[activator],4%,u,8%
CCOC(=O)c1cccc(NC(=O)CSc2nnnn2C)c1,-1%,-2%,1%,x,-3,0%,1%,5%,25%,-2%
Cc1cc(OCC(=O)Nc2ccc(F)c(F)c2)nc(C(C)C)n1,-1%,-36%,-3%,-11%,9,-2%,-4%,-5%,x,2%
CCOc1ccccc1CNC(=O)C1CCCN(c2nn3c(=O)cc(C)nc3s2)C1 (stereo not drawn),-1%,0%,0%,10%,-9,-4%,17%,3%,u,2%
Cc1ccc(NC(=O)C(C)c2cccc(C(=O)c3ccccc3)c2)cc1O (stereo not drawn),0%,-18%,-9%,-3%[46.1 µM],-27,8%,3%,13%,16%,6%
CCN(CC)C(=O)c1cn(CCC#N)nc1-c1ccc2ccccc2c1,-5%,-9%,0%,10%,-6,-3%,-1%,6%,5%,12%
O=C(CCCNC(=O)/C(=C\c1ccccc1F)NC(=O)c1ccccc1)OCc1ccccc1,-7%,10%,1%,x,-16,1%,16%,-1%,4%,5%
CCCC(=O)Oc1c(S(=O)(=O)c2ccc(C)cc2)c(C)nn1C(C)(C)C,0%,0%,10%,-4%,2,19%,-1%,0%,-14%,-5%
[O-][n+]1onc2c1CCc1c-2nc(-c2ccccc2)n1OCc1ccccc1,2%,3%,-3%,-2%,10,-1%,20%,0%,16%,-8%
S=c1nc(C2CC2)[nH]c2ccccc12,-8%,-20%,u,-4%,4,0%,15%,-4%,10%,17%
Cc1ccc(C)c(N=Nc2ccc(O)c3ncccc23)c1,-1%,3%,-14%,-98%,2,1%,1%,9%,u,6%
CC(CCN1CCN(c2ccc(F)cc2)CC1)c1ccccc1 (stereo not drawn),1%,-27%,0%,6%,15,-6%,-7%,-15%,-10%,-8%
Cc1ccc(C#N)c(SCC(=O)Nc2nccs2)n1,0%,1%,102%[activator],-2%,-2,6%,-5%,5%,u,-1%
CCc1cccc(CC)c1-n1c(SCC(=O)N2CCc3ccccc32)nc(O)cc1=O,-4%,-10%,-2%,6%,-2,-2%,x,x,x,x
O=C(N/N=C1\CCCc2ccccc21)c1ccc([N+](=O)[O-])cc1Cl,-5%,-11%,-1%,-5%,25,-3%,-4%,-1%,-2%,u
CCN(CC)CC(=O)Nc1c(Br)ccc2c1OCO2,-2%,15%,4%,4%,-7,7%,3%,-5%,7%,-14%
CCN(CC)c1ccc(C(=O)OCC(=O)N2CCCC2)cc1,3%,5%,-1%,-2%,-111*,-2%,8%,3%,-11%,1%
